Bioassay records as filed in PubChem BioAssay.
FUS suppressor: rescues growth of FUS-expressing yeast. S. cerevisiae FUS-expressing, growth rescue, OD600, 24 h. Potency, µM (series often up to 76.6 µM), for inactives: top-dose growth rescue (activation), most hits filed as activators. hit rate 0.24% among 390,000. AID 1347120;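 also: potency is read from the fitted curve at half-maximal effect; plate controls were DMSO vehicle for no effect and reference control for full effect; nearly all actives have a fitted effect of over 55% in size; some results filed as inactive show a strong effect at the top dose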
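S. cerevisiae expressing FUS from galactose induction served as the toxicity model. Growth after 24hr at 30C, read as absorbance at 600 nm, indicates suppression of toxicity; compounds dosed at several concentrations.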
aSyn rescue: rescues yeast growth from alpha-synuclein toxicity; Yeast expressing alpha-synuclein, growth rescue, BacTiter-Glo, 24 h; hit rate 0.14% among 370,000; Potency, µM (series often up to 46.1 µM), for the others: at the highest dose growth rescue (activation), hits mostly activators; AID 652106; also: potency is read from the fitted curve at half-maximal effect; % of control where 0% means no effect; nearly all actives have a fitted effect of over 65% in size
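Screening used galactose-induced yeast with toxic alpha-synuclein levels, exposed to compound for 24 hr at 30 deg C. Cell growth, read with BacTiter-Glo luminescence, gave the measured signal.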
PTHR1 agonist: agonists of human PTHR1 parathyroid hormone receptor; AID 743266; Q03431; HEK293 GP2 PTHR1 cells, GloSensor cAMP luminescence, 1 h; Potency, µM (titrated, usually from 115 µM), without a hit: at the top dose activation, actives largely listed as activators; hit rate 0.075% among 410,000; also: potency is read from the fitted curve at half-maximal effect; nearly all actives have a fitted effect of over 55% in size; some results filed as inactive show a strong effect at the top dose; inactives centre near -15; many of its hits are not listed in these tables
Target sequence (Q03431 whole entry, looked up): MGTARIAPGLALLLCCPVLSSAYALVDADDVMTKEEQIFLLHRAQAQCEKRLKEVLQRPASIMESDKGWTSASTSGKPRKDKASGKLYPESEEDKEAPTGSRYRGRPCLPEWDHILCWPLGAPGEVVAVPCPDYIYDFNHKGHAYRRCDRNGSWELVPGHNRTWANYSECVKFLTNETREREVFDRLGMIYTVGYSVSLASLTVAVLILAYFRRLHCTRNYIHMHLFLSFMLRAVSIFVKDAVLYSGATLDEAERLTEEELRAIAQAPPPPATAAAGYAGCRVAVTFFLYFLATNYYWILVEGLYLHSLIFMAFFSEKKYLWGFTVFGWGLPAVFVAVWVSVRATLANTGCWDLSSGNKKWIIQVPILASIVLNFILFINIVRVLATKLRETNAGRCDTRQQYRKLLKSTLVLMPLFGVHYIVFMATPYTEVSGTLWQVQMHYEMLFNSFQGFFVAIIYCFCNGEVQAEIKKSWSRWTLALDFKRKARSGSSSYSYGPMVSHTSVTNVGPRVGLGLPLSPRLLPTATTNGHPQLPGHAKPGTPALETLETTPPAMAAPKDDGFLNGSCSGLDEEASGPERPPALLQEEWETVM
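HEK-293-derived GP2 cells expressing PTHR1 and a GloSensor cAMP reporter, 3,000/well, plated overnight, given luciferin plus IBMX (each 0.5 mM as added) for 1 h at 37 °C, then compound for 1 h at 37 °C. Luminescence was read after 15 min at room temperature.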
TDP43 rescue: TDP-43 toxicity inhibition in yeast. AID 652104. hit rate 1.8% among 410,000. TDP-43 expressing yeast growth rescue, BacTiter-Glo, 24 h. Potency, µM (titrated, usually from 46.1 µM), for the others: at the top dose growth rescue (activation), actives largely listed as activators; also: potency is read from the fitted curve at half-maximal effect; % of control where 0% means no effect; nearly all actives have a fitted effect of over 50% in size
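In this qHTS, compounds that restore growth of yeast expressing TDP-43 appear as activators. Cells (OD600=0.02, galactose medium, raffinose-pregrown) are incubated with compound 24 hr at 30 deg C and growth is quantified by BacTiter-Glo.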
pAkt inh: Akt phosphorylation inhibition | activity change, % for hits at 50 µM | Neuro2A IGF-stimulated pAkt S473 HTRF, 20 min; hits give low values | hit rate 0.32% among 360,000 | AID 651550; in the data active = activity change below about -80%; inconclusive = mostly about -51% to -80%; also: % is scaled to controls: 0 for no effect and ±100 for the full control effect
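Neuro2A cells (4,500/well, DMEM with 0.5% FBS) were treated with compound at a single 50 µM final concentration, stimulated with 6 nM IGF for 20 min at 37 °C, and lysed. Phospho-Akt Ser473 was read by HTRF as 665/615 ratio ×10^4.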
GLP1R cytotox: cytotoxic in the GLP-1 receptor inverse agonist counter-screen. Potency, µM (top dose mostly 38.3 µM), for the others: at the highest dose activity change, negative = inhibition, hits mostly inhibitors. hit rate 0.13% among 410,000. HEK293 cAMP-luciferase reporter cells, luminescence, 24 h;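 also: loss of luciferase light is scored as toxicity; potency is read from the fitted curve at half-maximal effect; % is scaled to controls: 0 for no effect and ±100 for the full control effect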
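Seeding density was 200 cells/uL; after overnight-length (12 h) culture, 23 nL compounds went on for 24 h at 37 °C. Readout used a luciferase detection reagent, luminescence taken after 12 min at room temperature.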
Abeta yeast res: compounds reversing amyloid beta toxicity in yeast; hit rate 0.063% among 410,000; yeast expressing A-beta42, growth rescue, OD600, 48 h; response scale: 0% DMSO, 100% iron-clioquinol control; Potency, µM (titrated, usually from 46.1 µM), for the others: at the top dose growth rescue, usual class: activators; AID 1347071; also: potency is read from the fitted curve at half-maximal effect; nearly all actives have a fitted effect of over 55% in size
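Yeast growth medium received pinned compounds, then yeast cells expressing toxic A-beta were added; plates incubated at 30 C for 48 hr. Growth read as absorbance at 600 nm, normalized to DMSO and equimolar FeCl3 plus clioquinol controls.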
GLP1R inv ag: GLP-1 receptor (human) inverse agonism. hit rate 1.6% among 410,000. Potency, µM (highest dose often 38.3 µM), inactives show at the highest dose activity change, negative = inhibition, hits mostly inhibitors. HEK293 GLP-1R CRE-luciferase, luminescence, 24 h; GLP-1R form is constitutively active. AID 624417; also: potency is read from the fitted curve at half-maximal effect; % is scaled to controls: 0 for no effect and ±100 for the full control effect; nearly all actives have a fitted effect of over 55% in size
Target sequence (P43220 whole entry, looked up): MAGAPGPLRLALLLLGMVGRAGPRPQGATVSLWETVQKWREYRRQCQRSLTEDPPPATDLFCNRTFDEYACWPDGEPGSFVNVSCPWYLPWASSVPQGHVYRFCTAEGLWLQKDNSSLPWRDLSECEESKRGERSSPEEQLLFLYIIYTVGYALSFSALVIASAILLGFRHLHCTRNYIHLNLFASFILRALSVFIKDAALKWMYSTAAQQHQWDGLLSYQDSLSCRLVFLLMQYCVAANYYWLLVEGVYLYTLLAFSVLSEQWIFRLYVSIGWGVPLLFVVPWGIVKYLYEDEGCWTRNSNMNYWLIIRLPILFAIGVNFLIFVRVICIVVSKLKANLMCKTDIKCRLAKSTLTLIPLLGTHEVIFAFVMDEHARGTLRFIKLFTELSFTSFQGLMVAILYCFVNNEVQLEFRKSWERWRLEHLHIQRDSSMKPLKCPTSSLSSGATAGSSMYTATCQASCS
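Inverse agonism was detected as reduced cAMP-driven luciferase luminescence after 24 h compound treatment. The cells were HEK293 clones expressing constitutively active human GLP-1R with the reporter. Reporter-only and GPR119 cell lines served as counterscreen controls.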
MmCpn inh: M. maripaludis TRiC chaperonin inhibition. Potency, µM (top dose mostly 76.9 µM), without a hit: at the top dose activity, negative = inhibition, most hits filed as inhibitors. hit rate 0.031% among 330,000. purified Mm-Cpn ATPase, ADP Transcreener TR-FRET; also: potency is read from the fitted curve at half-maximal effect; % is scaled to controls: 0 for no effect and ±100 for the full control effect; nearly all actives have a fitted effect of over 80% in size
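Measured: ADP formation by purified Mm-CPN. Conditions: 25 nM protein, 10 uM ATP, Tris pH 7.4 with Mg2+, K+ and DTT, 37°C for 30 min. Detection: Transcreener HTRF after 30 min at room temperature.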
* = called active by the depositor; i = inactive; u = inconclusive; x = not tested or not shown; & = joins results of further samples; [ ] = remark or other dose. Unless noted, calls follow the shape of the dose curve; as a rule, active = well fitted curve in the direction sought with a large enough effect; inconclusive = small, poorly fitted or top-dose-only effect, or another doubt; inactive = no such curve, though single readings can be large; an effect the other way counts as inactive or inconclusive.

Compound | FUS suppressor | MmCpn inh | pAkt inh | TDP43 rescue | PTHR1 agonist | GLP1R cytotox | aSyn rescue | GLP1R inv ag | Abeta yeast res
Cc1ccc(NC(=O)C(C)Sc2nc3c(c(=O)[nH]2)CCCC3)cc1Cl (stereo not drawn) | -4% | x | x | 7% | -3% | -1% | x | 9% | -8%
COc1ccc(NC(=O)c2ccc(NC(=O)COC(=O)CC(NC(=O)c3ccccc3Cl)c3ccccc3)cc2)cc1 (stereo not drawn) | 32% | u | i | 12% | -5% | -1%[1.53 µM] | 11% | -6% | 13%
COc1ccc(/C=N/Nc2ccc(C(F)(F)F)cc2[N+](=O)[O-])cc1O | 23% | 0% | i | 5% | -5% | 7% | 2% | 16% | -2%
CC1=NN(C(N)=S)C(=O)C1N=Nc1cc(Cl)ccc1Cl (stereo not drawn) | -15% | 0% | i | 10% | -31%[inhibitor] | -29% | -24% | 55%[activator] | 14%
O=C(Cn1nc(C(=O)O)c2ccccc2c1=O)Nc1ccccc1C(F)(F)F | 12% | 0% | i | -32% | u | 8% | -18% | -14% | -13%
O=C(Nc1cccc2c1CCCC2)c1cc(C2CCCCN2S(=O)(=O)c2cccs2)on1 (stereo not drawn) | u | x | x | 29% | i | 11% | 4% | u | -5%
CCCCOc1ccc(CNC(=O)CN2CCSc3ccccc32)cc1 | u | x | x | 35µM* | -15% | 2% | u | u | u
Cc1cccc(NC(=O)CSc2nc(=O)n(CCN3CCOCC3)c3c2CCCC3)c1C | -1% | 1% | i | -10% | i | 6% | -1% | 22% | -4%
CCCCN(CCCC)S(=O)(=O)c1ccc(C(=O)Nc2nnc(CSC)o2)cc1 | 18% | 1% | i | 21% | i | -13% | u | -29% | 15%
CC1Cc2ccccc2N1S(=O)(=O)c1cccc(C(=O)Nc2cccnc2)c1 (stereo not drawn) | 26% | 2% | i | 9% | -28% | -7% | 10% | u | -6%
Cc1ccc2nc3c(cc(C(=O)NC4CCS(=O)(=O)C4)n3Cc3ccccc3)c(=O)n2c1 (stereo not drawn) | 6% | -3% | i | 14% | -4% | 114%[activator] | -7% | 29% | -1%
CCCn1c(N)c(C(=O)CN(C)CC(=O)Nc2ccc(F)cc2)c(=O)[nH]c1=O | 7% | -4% | i | 8% | -18% | -22% | 1% | 4% | -8%
CCCNC(=O)c1cnc2sc(N3CCCCCC3)nn2c1=O | 3% | x | x | 6% | -39%[inhibitor] | 0% | x | 11% | -8%
CCC(C)NC(=O)c1ccccc1NS(=O)(=O)c1ccc(OC)c(OC)c1 (stereo not drawn) | -12% | 1% | i | 2% | i | -1% | -7% | 1% | 4%
COc1cccc(N2CC(NC(=O)c3ccc4c(c3)OCO4)CC2=O)c1 (stereo not drawn) | -8% | x | x | 23% | -3% | 0% | x | 12% | -7%
O=C1[C@H]2[C@@H](c3ccc(C(F)(F)F)cc3)N[C@]3(CCCN(CC4CCCCC4)C3=O)[C@H]2C(=O)N1Cc1ccccc1 | u | x | i | 29% | -51%[inhibitor] | -14% | u | u | u
CC1CCc2c(sc(NC(=O)COc3ccccc3C(C)(C)C)c2C#N)C1 (stereo not drawn) | -1% | x | x | 0% | i | 1% | x | 8% | -9%
CCN(CC)c1ccc(/C=N/N2CC(=O)NC2=S)cc1 | -8% | -4% | i | 13% | -9% | 31%[activator] | -8%[1.84 µM] | -5% | -8%
CN(C1CCCCC1)S(=O)(=O)c1ccc(-n2cnnn2)cc1 | -9% | 1% | x | 17% | i | -24% | x | 0% | 17%
Nc1ncnc2c1ncn2[C@@H]1O[C@H](C(=O)Nc2ccc(Oc3ccccc3)nc2)[C@@H](O)[C@H]1O | 7% | x | i | 14% | 20% | 1% | -8% | 4% | -12%
O=C(Nc1ccccc1)N1CCCC(c2nc(-c3ccc(F)cc3)no2)C1 (stereo not drawn) | 17% | 2% | i | u | -40%[inhibitor] | -17% | 16% | u | 7%
Cc1cccc(C)c1-n1nnnc1C(c1ccccc1)N1CCN(C/C=C/c2ccccc2)CC1 (stereo not drawn) | 33% | x | i | 24% | -1% | 3% | 2% | u | 4%
CC(=O)c1cccc(NC(=O)c2ccc(NC(=O)CC3SC(N4CCCCC4)=NC3=O)cc2)c1 (stereo not drawn) | u | -2% | i | 16% | i | 11% | 5% | 12% | -10%
COc1ccc(CCN(C)C(=O)CNC(=O)c2ccccc2F)cc1OC | 31% | 2% | i | x | -6% | -7% | 0% | 34%[activator] | 1%
C(#CCN1CCOCC1)COCCOC(c1ccccc1)c1ccccc1 | 15% | -2% | i | -4% | 12%[57.5 µM] | 4% | -1% | 1% | 11%
CC1CCCN(S(=O)(=O)c2ccc3c(c2)c(=O)nc2ccccn23)C1 (stereo not drawn) | 1%&-13% | -6% | i | -13%&2% | 21% | 8%&21% | -1% | 0%&16% | -11%&-15%
CN(C)C(=O)c1ccc(NC(=O)COC(=O)c2cc3c(s2)CCCCC3)cc1 | 39% | -1% | i | u | -2% | -3% | 2%[1.84 µM] | 10% | 14%
Cc1cc(OCCn2cnc3ccccc3c2=O)ccc1[N+](=O)[O-] | 14% | -4% | i | 2% | -24% | 7% | -2% | -1% | 13%
Cc1ccc(NC(=S)N2CCN(C3CCCCC3)CC2)cc1 | -23% | 1% | i | -17% | i | -23% | 1% | 9% | -11%
CN(C)CCCN1c2ccc(O)cc2Sc2ccc(Cl)cc21 | 15% | x | i | 0% | i | u | 1% | u | 10%
Cc1cccc(CN2CCC(CNC(=O)C3CCCN(S(=O)(=O)c4cnc[nH]4)C3)CC2)c1 (stereo not drawn) | -6% | -2% | i | 11% | -19% | 8% | -1% | 6% | -6%
C/C=C/C=C/C(=O)Nc1nccs1 | 23% | 1% | i | 19% | -24% | 2%[1.53 µM] | -1% | 44%[activator] | 2%
COc1ccc(NC(=O)COC(=O)c2cc(C)oc2C)c([N+](=O)[O-])c1 | -32% | -1% | i | 0% | i | -4% | -16% | 11% | -16%
COc1cc(OC)cc(-c2c(C#Cc3ccsc3)c3cc(-c4ccc(OC)c(OC)c4)ccc3n2C)c1 | 33% | u | i | 5% | i | 5% | 7% | 17% | 1%
COC(=O)c1ccc(NC(=O)CCCN2C(=O)NC(C)(C)C2=O)cc1 | 2% | -2% | i | -10% | 22% | 5% | -1% | -8% | 0%
O=C(CCCCCN1C(=O)c2cccc([N+](=O)[O-])c2C1=O)Nc1ccccc1F | -14% | 1% | i | 8% | i | 0% | 3% | 0% | -7%
CCOc1cc(Br)cc(/C=C2\SC(=Nc3ccccc3)NC2=O)c1O | 15% | 1% | i | 9% | -1% | u | 7% | u | -13%
COc1ccc(S(=O)(=O)Cc2ccc(C(=O)NCc3ccccn3)o2)cc1 | -1% | 1% | i | 17% | 8% | -13% | -4% | 14% | -1%
C/C=C/C=C\C(=O)Nc1cccc(C2=NOC3(C2)C[C@H](C(N)=O)N(C(=O)CC#N)C3)c1 (stereo partly drawn) | 31% | 0% | i | 1% | -17% | -7% | -2% | 11% | -13%
Nn1c(-c2ccc(O)cc2)nnc1-c1ccc(O)cc1 | 4% | 1% | i | 4% | i | 3% | 10% | 18% | 6%
COc1ccc(C(C)=O)cc1CSc1nc(NCCc2ccccc2)c2ccccc2n1 | -2% | x | x | -1% | -1% | -8% | x | 16% | 4%
Nc1ccc(-c2c3ccc(=O)cc-3oc3cc(O)ccc23)c(C(=O)O)c1 | x | -15% | i | 16% | -20% | 17% | -1% | 15% | -7%
Cc1ccc(C)c(Cn2c(=O)n(C(C)C)c(=O)c3oc4ccccc4c32)c1 | -21% | x | x | u | -20% | -11% | x | 6% | 1%
COc1cccc2[nH]c(C(=O)NCCc3ccccc3)cc12 | -6% | -1% | i | -1% | -27% | -21% | -2% | -25% | -3%
O=C(O)CSc1nc2c(c(C(F)(F)F)n1)CCc1ccccc1-2 | 11% | 0% | i | 0%[9.22 µM] | -3% | -9%[7.66 µM] | u | -13%[7.66 µM] | -14%
Cc1ccc(-c2nc3c(c(SCc4ccc(Br)cc4)n2)Cc2c(CO)cnc(C)c2O3)cc1 | 2% | x | x | 0% | -8% | -2% | x | 3% | 1%
CC(C)(C)CC(C)(C)NCC(=O)Nc1c2c(nc3ccccc13)CCC2 | -15% | -6% | i | -22% | -18% | 1% | -21% | u | -12%
COc1nn(CC(=O)N2N=C(C)CC2(O)C(F)(F)F)cc1[N+](=O)[O-] (stereo not drawn) | 14% | -1% | i | u | -14%[57.5 µM] | 3% | 8% | 29% | -2%
COC(=O)c1ccc2nc(-c3ccc(C#N)cc3)c(Cc3ccsc3)n2c1 | 23% | x | i | 23% | -28% | 0% | 4% | 18% | -10%
COc1ccc(NC(=O)Cn2c(=O)n(CCC(C)C)c(=O)c3cccnc32)cc1Cl | 6% | x | x | -2% | -40%[inhibitor] | -16% | x | -16% | -20%
CC1=C(c2ccc(C)cc2)S(=O)(=O)N(Cc2ccc(C(=O)Nc3ccccc3C)cc2)C1=O | 31% | x | x | 15% | i | -29% | x | u | 3%
CCn1cc(/C=N\NC(=O)c2csc3ccccc23)c(C)n1 | 20% | 2% | i | 11% | i | 5% | -1% | 3% | -6%

Only part of the results is shown, so the mix of outcomes need not match the whole.
